Source: PubChem (Sanford-Burnham Center for Chemical Genomics)
CXCR6 block: CXCR6 receptor inhibitors, primary screen, cell-based, beta-arrestin, luminescence, CHO-K1 PathHunter, 1536-well; 0.36% of 360,000 active; C-X-C chemokine receptor type 6 (Homo sapiens), O00574; AID 602244, 2012; inhibition, % at 20 µM; in the data active means inhibition above about 34%, passing the limit was not always enough;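 further: antagonist mode with CXCL16 agonist at 10 nM final; 0% = 10 nM CXCL16 with DMSO and 100% = unstimulated wells without agonist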
Target sequence (O00574 whole entry, looked up): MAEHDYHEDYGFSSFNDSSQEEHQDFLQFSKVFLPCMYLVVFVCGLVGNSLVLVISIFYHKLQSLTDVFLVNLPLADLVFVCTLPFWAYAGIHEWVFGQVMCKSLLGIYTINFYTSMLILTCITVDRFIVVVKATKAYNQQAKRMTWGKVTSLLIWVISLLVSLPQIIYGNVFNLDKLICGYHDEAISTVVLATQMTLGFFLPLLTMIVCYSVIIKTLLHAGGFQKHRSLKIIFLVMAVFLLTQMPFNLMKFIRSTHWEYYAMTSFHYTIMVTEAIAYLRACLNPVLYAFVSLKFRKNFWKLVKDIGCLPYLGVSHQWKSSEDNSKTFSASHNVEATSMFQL
EBI2 block: EBI2 receptor antagonists, beta-arrestin recruitment, primary screen, cell-based, luminescence, 7a,25-OHC stimulation, uHTS | 7a,25-OHC stimulated | 0.81% of 360,000 active | AID 651636, 2012 | inhibition, % at 5 µM; in the data active means inhibition above about 38%;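 further: enzyme fragment complementation signal reports receptor beta-arrestin coupling in cells; 0% = agonist plus DMSO wells and 100% = wells without agonist; some results beyond the cut were filed as inactive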
Target sequence (P32249 whole entry, looked up, the tested form may be a part): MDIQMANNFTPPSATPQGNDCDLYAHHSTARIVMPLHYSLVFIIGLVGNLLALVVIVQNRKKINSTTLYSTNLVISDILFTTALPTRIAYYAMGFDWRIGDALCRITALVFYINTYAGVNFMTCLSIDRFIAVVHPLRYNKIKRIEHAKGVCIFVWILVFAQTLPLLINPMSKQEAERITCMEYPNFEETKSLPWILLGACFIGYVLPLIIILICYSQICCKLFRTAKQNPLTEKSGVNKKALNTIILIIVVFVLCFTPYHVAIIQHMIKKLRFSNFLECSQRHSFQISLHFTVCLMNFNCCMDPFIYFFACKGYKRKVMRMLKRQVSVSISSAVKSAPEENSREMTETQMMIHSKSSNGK
Mdm2 MdmX PPI: inhibitors of human Mdm2-MdmX association, primary screen, cell-based, luminescence, split luciferase, SaOS-2, uHTS | Protein Mdm4 (Homo sapiens) + E3 ubiquitin-protein ligase Mdm2 (Homo sapiens), … | SaOS-2 split-luciferase Mdm2/MdmX complementation | inhibition, % at 8 µM | 3% of 330,000 active;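 active means inhibition of at least 50% at 8 µM in the primary screen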
CHOP UPR activ: activators of apoptotic CHOP UPR arm, primary screen, cell-based, CHO-CHOP luciferase reporter, luminescence, uHTS; AID 449763, 2010; activation, % at 10 µM; UPR activation; percent of tunicamycin response over DMSO baseline; 0.34% of 330,000 active;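 active means at 10 µM dose, activation of 40% or more, normalized to positive control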;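 further: 100% = tunicamycin at 10 µg/mL and 0% = DMSO alone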
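System: CHO-CHOP luciferase reporter cell line; amount: 500 cells/well; buffer or medium: F12 medium containing 10% fetal bovine serum; incubation: 6 h compound exposure at 37 °C after overnight seeding; measured by: luciferase luminescence after 10 min with Steady-Glo reagent; evaluation: % reporter activation, DMSO baseline versus tunicamycin full activation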
CCR6 antag: CCR6 receptor antagonists, primary screen, cell-based, CHO-K1, luminescence, beta-arrestin, uHTS. C-C chemokine receptor type 6 (Homo sapiens), P51684. CHO-K1 CCR6 PathHunter beta-arrestin, CCL20-stimulated. inhibition, % at 20 µM. 0.49% of 340,000 active. AID 493098, 2011;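 active means compounds whose inhibition of the agonist-driven luminescence signal at 20 µM reaches about 50%, limit read from the data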;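 further: cells stimulated with CCL20 at 14 nM final; plate controls were DMSO with CCL20 for no effect and DMSO without agonist for full effect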
Target sequence (P51684 whole entry, looked up): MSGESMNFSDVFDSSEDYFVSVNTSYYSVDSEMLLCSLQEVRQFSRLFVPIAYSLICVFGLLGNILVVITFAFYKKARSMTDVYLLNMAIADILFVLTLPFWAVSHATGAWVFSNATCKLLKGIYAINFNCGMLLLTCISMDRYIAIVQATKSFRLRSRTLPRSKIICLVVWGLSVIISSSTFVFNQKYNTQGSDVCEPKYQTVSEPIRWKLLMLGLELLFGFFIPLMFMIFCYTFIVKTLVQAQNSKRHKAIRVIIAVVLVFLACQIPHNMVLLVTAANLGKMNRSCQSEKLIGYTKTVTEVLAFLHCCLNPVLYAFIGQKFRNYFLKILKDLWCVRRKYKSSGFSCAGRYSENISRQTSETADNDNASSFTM
Jurkat NFkB inh: inhibitors of induced NF-kB luciferase reporter, primary screen, TCR NF-kB activation inhibitor project, cell-based, luminescence, uHTS. 0.53% of 330,000 active. Jurkat, PMA/ionomycin-induced NF-kB luciferase reporter. inhibition, % at 4 µM; in the data active means inhibition above about 50%
Gli-Sufu antag: Gli-Sufu pathway antagonists, primary screen, luciferase luminescence, Sufu-KO-LIGHT cells, uHTS; 0.74% of 340,000 active; inhibition, % at 5 µM; Sufu-KO-LIGHT fibroblasts, Gli luciferase reporter luminescence;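 active means inhibition above about 55%, limit read from the data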;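 further: 0% = DMSO-treated cells and 100% = wells with medium but no cells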
697 NFkB inh: inhibitors of PMA/ionomycin-induced NF-kB reporter, 697 cells, primary screen, B-cell NF-kB inhibitor project, cell-based, luminescence, uHTS. 697 B-cell NF-kB luciferase reporter, 16 h. inhibition, % at 4 µM. 0.33% of 330,000 active. AID 435022, 2010; in the data active means inhibition above about 35%
XBP1 UPR activ: activators of adaptive XBP1 UPR arm, primary screen, cell-based, CHO-XBP1 luciferase reporter, luminescence, uHTS; IRE1-XBP1 UPR activation; percent of tunicamycin response, DMSO as zero; 0.33% of 330,000 active; AID 463104, 2010; activation, % at 20 µM;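 active means versus positive control, 20 µM dose yields 30% or more activation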;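 further: 100% = tunicamycin at 10 µg/mL and 0% = DMSO only wells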
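Signal: luciferase luminescence; Assay system: CHO-XBP1 luciferase reporter cells; Amount: one thousand reporter cells per well; Dosing: 20 µM single concentration, DMSO 1%; Benchmarks: high control tunicamycin 10 µg/mL final, low control DMSO vehicle only; Schedule: 6 h compound exposure at 37 °C, 5% CO2; Evaluation: percent activation relative to tunicamycin reference.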
Numbers without * were called inactive; . = not tested or not shown.

SMILES	CXCR6 block	EBI2 block	Mdm2 MdmX PPI	CHOP UPR activ	CCR6 antag	Jurkat NFkB inh	Gli-Sufu antag	697 NFkB inh	XBP1 UPR activ
CCc1ccccc1NC(=O)COc1ccc(N2CC(C(N)=O)CC2=O)cc1 (configuration not stated)	-6.2	-2.2	1.5	1.7	19.2	-0.8	7.0	6.2	-0.2
COC(=O)c1sc(N)c(C(=O)OC)c1COC(=O)c1c(C)noc1C	58.3*	25.2	44.9	-0.5	70.2*	67.6*	-12.6	-11.3	-0.2
O=C(NCCOc1ccc(F)cc1)C1CCN(S(=O)(=O)c2ccccc2)CC1	0.7	32.8	0.8	0.5	6.1	-15.7	-1.2	9.8	-4.7
CCOc1ccc(/C=C2\SC(=S)N(NS(=O)(=O)c3ccccc3)C2=O)cc1OC	14.6	5.8	6.7	1.6	20.9	10.2	-7.0	15.9	-1.5
CCOc1ccccc1NS(=O)(=O)c1ccc(-n2cccn2)cc1	-7.3	2.0	19.7	-0.2	-3.5	17.6	-6.0	-7.4	-4.6
Cc1cc(C)n(C(C)CNC(=O)c2ccc3c(c2)OCO3)n1 (configuration not stated)	9.1	-5.7	22.9	-1.8	6.1	0.7	-22.2	-3.9	-3.0
CCCCCC1CCC(C(=O)N2CCOCC2)CC1 (configuration not stated)	3.0	-1.8	-16.4	1.7	8.9	-13.8	21.5	-0.1	-3.0
Cc1ccn2c(=O)c(NC(=O)c3cccs3)c(C)nc2c1	1.0	7.6	15.0	-0.8	2.6	2.7	-2.1	-11.8	0.2
COc1ccc(/C=C/C(=O)NCC(=O)N/N=C/c2cccnc2)cc1	-2.7	12.4	-17.5	-0.1	-13.1	-6.1	-4.0	7.1	0.3
O=S1(=O)CCOC[C@H](CC2CCCCC2)N1Cc1ccccc1F	-4.2	8.0	-19.8	1.1	5.4	-1.1	2.3	-22.7	-1.5
COc1ccc(CCN2CC(C(=O)NCC(c3ccccc3)N(C)C)CC2=O)cc1OC (configuration not stated)	-4.1	1.2	29.3	0.7	8.4	7.5	6.0	7.0	-3.6
Cc1ccc(-n2c3c(cc(C(=O)NC4CCSC4=O)c2=O)C(=O)CC(C)(C)C3)cc1 (configuration not stated)	-7.5	-8.3	0.0	-0.6	5.6	-1.0	0.8	13.4	-4.9
Oc1ccc(-c2csc(Nc3ncccn3)n2)cc1	-14.2	-1.1	-182.3	3.1	-6.2	-158.9	-36.4	-207.6	5.9
O=C(Nc1cc(Cl)cc(Cl)c1)C(NCCO)c1ccccc1 (configuration not stated)	-2.0	4.0	-15.8	-0.8	-5.5	-0.9	1.9	17.3	-1.4
CCOc1ccc(S(=O)(=O)NC2CCCC2)cc1	-4.9	6.3	9.9	0.3	4.2	-13.8	0.1	19.7	0.8
Cc1nc2ccc(S(=O)(=O)NCC(=O)NCc3ccc(Cl)cc3)cc2s1	-2.2	6.4	29.5	0.3	12.2	-0.4	24.3	-7.9	-6.8
Cc1cc(C)cc(NC(=O)Nc2ccc(N3CCCCC3)cc2)c1	6.9	10.5	-15.8	6.1	14.3	-55.1	-19.3	-42.7	4.0
COc1ccc([N+](=O)[O-])cc1C(=O)NC1CCN(Cc2ccccc2)CC1	-6.4	10.8	-27.8	-0.3	10.5	8.5	-0.2	9.3	-2.2
Cc1ccccc1C(=O)OC(C)CN1CCOCC1 (configuration not stated)	-3.9	-1.4	7.9	-1.3	4.6	-7.0	-13.2	-0.4	1.6
Cc1ccc(NC(=O)CC2S/C(=N/N=C3/NC(=O)CS3)NC2=O)cc1 (configuration not stated)	-7.9	0.4	-10.5	-1.9	4.7	4.9	-4.4	-7.4	-2.5

Next section; the last 3 above are carried over.
SMILES	CXCR6 block	EBI2 block	Mdm2 MdmX PPI	CHOP UPR activ	CCR6 antag	Jurkat NFkB inh	Gli-Sufu antag	697 NFkB inh	XBP1 UPR activ
COc1ccc([N+](=O)[O-])cc1C(=O)NC1CCN(Cc2ccccc2)CC1	-6.4	10.8	-27.8	-0.3	10.5	8.5	-0.2	9.3	-2.2
Cc1ccccc1C(=O)OC(C)CN1CCOCC1 (configuration not stated)	-3.9	-1.4	7.9	-1.3	4.6	-7.0	-13.2	-0.4	1.6
Cc1ccc(NC(=O)CC2S/C(=N/N=C3/NC(=O)CS3)NC2=O)cc1 (configuration not stated)	-7.9	0.4	-10.5	-1.9	4.7	4.9	-4.4	-7.4	-2.5
CCOc1ccc(-n2nc3ccc(NC(=O)CC)cc3n2)cc1	-0.6	4.8	-48.4	3.1	1.1	-59.4	-61.4	-54.1	1.6
CCOc1ccc2nc(/N=C/c3c(C)[nH]n(-c4ccc(C)cc4)c3=O)sc2c1	7.1	-6.5	-35.5	3.7	27.0	-29.1	-46.0	-40.2	5.2
COc1ccc(N(C=O)C(=S)SC)cc1	-4.0	26.5	-7.5	1.9	2.1	-0.8	0.8	-12.0	-0.9
COc1ccc(Nc2nnc(SCC(=O)Nc3cc(C)on3)s2)cc1	-9.8	4.0	.	.	-11.4	.	12.0	.	.
CCOC(=O)C1=C(c2ccccc2)NC(SCC(=O)NC2CCCCC2)=C(C#N)C1c1ccco1 (configuration not stated)	5.8	20.4	19.9	1.9	7.9	6.5	-0.7	15.9	3.2
CS(=O)(=O)N(CC(=O)Nc1ccc(S(=O)(=O)N2CCCC2)cc1)c1cccc(F)c1	2.9	-10.5	10.1	1.0	9.5	-2.3	5.0	-17.8	-1.2
CC(C)(C)OC(=O)N1CCC(C(=O)O)CC1	6.1	-3.2	2.5	1.0	-1.6	0.8	-10.7	-2.9	0.3
COC(=O)c1cc(NC(=O)Cc2coc3cc(OC)ccc23)cc(C(=O)OC)c1	-3.1	3.5	16.0	-1.1	0.9	-13.7	9.8	6.4	-2.5
CC1CCc2c(sc(NC(=O)CSc3ncnc4c3cnn4-c3ccccc3Cl)c2C#N)C1 (configuration not stated)	-8.0	10.8	48.3	0.0	-12.1	2.9	3.5	8.2	-1.9
CN(C)S(=O)(=O)c1cccc(NC(=O)c2cc3c(=O)n4ccccc4nc3s2)c1	-2.7	-2.3	19.9	0.2	5.4	6.9	-1.1	13.5	7.3
Cc1cccc(NC(=O)c2ccc([N+](=O)[O-])o2)c1	-5.7	-3.8	15.9	1.8	8.9	9.8	-2.8	-6.6	-0.5
CC(=O)N1c2ccc(S(=O)(=O)NCCC(=O)Nc3ccc(C)cn3)cc2CC1C (configuration not stated)	2.5	-6.5	12.3	1.9	7.8	-13.8	-12.4	18.8	-1.0
COc1ccc(CCNC(=O)CN(C)S(=O)(=O)c2ccc(Br)s2)cc1OC	9.6	-4.1	-18.9	1.3	4.9	9.0	-1.2	6.8	1.8
CCOc1ccc2nc(SC3CC(=O)N(c4ccc(OC)cc4OC)C3=O)sc2c1 (configuration not stated)	-8.6	0.6	-22.0	8.8	15.1	-12.6	-28.6	-10.7	-5.5
CCC(=O)N(C)CCc1cc2c(c(OC)c1/C=N/NS(=O)(=O)c1ccc(C)cc1)OCO2	-2.8	-2.3	18.1	1.6	0.7	21.2	-0.8	30.3	-3.9
COc1ccc(NCc2ccsc2)cc1	-7.1	-2.5	-30.0	1.7	13.4	-17.3	-11.7	-20.1	0.4
Cc1cc2ncn(CCOc3ccccc3C#N)c2cc1C	-6.7	8.5	13.6	0.1	12.3	-26.3	0.4	-18.4	-5.8
COc1ccc(S(=O)(=O)NC2CCCCC2)cc1C	-7.8	-12.1	18.1	-1.7	12.7	-7.5	4.8	13.6	-3.2
CC(C)(C)CC(=O)N[C@@H](Cc1ccccc1)c1nc2ccccc2[nH]1	-7.6	3.1	5.8	1.0	-10.1	-2.7	48.6	3.5	-3.6
CCn1c(C)nc([N+](=O)[O-])c1C(=O)O	-3.4	-5.6	-13.6	1.5	7.6	-12.9	3.5	9.9	-2.0
Cc1ccc(CNC(=O)C(C(=O)NCc2ccc(C)o2)c2ncc(C(F)(F)F)cc2Cl)o1	11.3	-0.5	16.3	-1.4	5.2	4.3	0.1	7.2	-4.6
COc1ccc(OC)c(C2=NOC(C(=O)Nc3cccc(C(C)=O)c3)C2)c1 (configuration not stated)	-1.3	3.2	1.9	-2.7	-2.3	1.7	-26.5	-13.6	-0.6
Cc1ccccc1NCC(=O)Nc1cc(S(=O)(=O)N2CCCCC2)ccc1C	3.2	6.1	15.6	3.6	11.0	0.1	-7.5	-2.9	-3.6
CCCCn1c(N)c(N(CCC(C)C)C(=O)C2CCCN(C(=O)c3ccc(Cl)cc3)C2)c(=O)[nH]c1=O (configuration not stated)	2.2	5.7	2.7	0.3	0.9	9.8	-0.3	10.3	0.0
CCOC(=O)c1ccc(C(=O)NNC(=O)C2C3C=CC(C3)C2C(=O)O)cc1 (configuration not stated)	4.9	-10.4	20.9	0.9	-3.6	3.4	-18.2	9.8	-0.3
Cc1noc(NS(=O)(=O)c2ccc(NC(=O)c3nn(-c4ccccc4)ccc3=O)cc2)c1C	-6.4	3.3	22.1	-0.4	6.5	10.7	4.3	-0.5	-3.2
COc1ccccc1CCC(=O)OCC(=O)Nc1cc(C)nn1-c1ccccc1	-2.1	1.7	-31.9	-0.1	-0.6	7.1	-3.9	15.7	-1.2
O=Cc1ccccc1OCCCOc1cccc2cccnc12	-2.0	8.2	41.5	2.3	3.7	3.2	-19.6	-18.1	5.1
COc1ccc(-c2csc(Cc3nnc4n3CCCCC4)n2)cc1OC	-6.9	7.8	-4.6	-1.1	-0.4	13.7	0.9	24.6	0.9
CCN(CC)CCNC(=O)c1cc2c(s1)-c1ccccc1SC2	4.4	-1.6	63.6*	1.7	18.4	10.0	13.1	-7.5	0.1
C=C(c1cccc2ccccc12)P(=O)(O)O	-0.8	-16.2	-0.9	1.3	2.0	6.9	6.2	6.3	-1.6
Cc1ccc(S(=O)(=O)C2CCCCC2=O)cc1 (configuration not stated)	1.3	12.1	16.7	-0.1	-11.1	-10.5	-3.3	1.4	2.8
Cc1ccnc(NC(=O)CCCNC(=O)c2ccc(Cl)cc2)c1	-20.4	-2.3	-22.5	4.6	-8.5	-42.3	-26.7	-71.3	0.8
Cc1ccc(NC(=O)CSC2=C(C#N)C(c3ccc4c(c3)OCO4)CC(=O)N2)cc1C (configuration not stated)	0.4	-0.8	20.0	0.9	5.1	4.4	1.5	9.9	0.6
COC(=O)c1nnn(CC(=O)NC(=O)Nc2cccc(Cl)c2C)c1C(=O)OC	1.3	-16.1	15.0	0.3	2.5	3.6	14.2	18.8	-3.1
CC(=O)n1cc([C@@H]2C=C(C(=O)N3CCN(Cc4ccc5c(c4)OCO5)CC3)O[C@H](OCCCCO)C2)c2ccccc21	0.7	21.1	30.1	1.5	8.7	1.5	22.1	17.7	-1.4
